GLP1R ag – qHTS of GLP-1 Receptor Agonists | AID 624172, 2012 | HEK293 GLP-1R CRE-luciferase, luminescence, 4-6 h; cells express a hypersensitive GLP-1R form | Potency, µM (titrated, usually from 45.6 µM), inactives show at the top dose activation, most hits filed as activators | Glucagon-like peptide 1 receptor (Homo sapiens), P43220 | hit rate 0.007% among 380,000; further: potency means the concentration at half of the fitted maximal effect; % of control where 0% means no effect
Target sequence (P43220 whole entry, looked up): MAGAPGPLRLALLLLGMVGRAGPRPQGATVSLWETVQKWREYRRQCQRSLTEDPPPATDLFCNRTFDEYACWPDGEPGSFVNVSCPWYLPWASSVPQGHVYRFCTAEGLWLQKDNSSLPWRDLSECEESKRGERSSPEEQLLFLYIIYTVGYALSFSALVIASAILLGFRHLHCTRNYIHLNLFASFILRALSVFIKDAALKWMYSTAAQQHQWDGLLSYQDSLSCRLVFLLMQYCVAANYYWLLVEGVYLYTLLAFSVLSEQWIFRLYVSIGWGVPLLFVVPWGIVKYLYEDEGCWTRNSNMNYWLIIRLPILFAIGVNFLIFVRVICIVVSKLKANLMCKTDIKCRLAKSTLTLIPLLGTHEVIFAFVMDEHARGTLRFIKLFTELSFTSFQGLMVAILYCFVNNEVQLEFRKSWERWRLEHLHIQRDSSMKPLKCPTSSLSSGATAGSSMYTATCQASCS
HEK293 tox – qHTS of GLP-1 Receptor Inverse Agonists: Cytotox Screen | hit rate 0.13% among 410,000 | Potency, µM (series often up to 38.3 µM), for inactives: at the top dose activity change, negative = inhibition, most hits filed as inhibitors | AID 624418, 2012 | HEK293 cAMP-luciferase reporter cells, luminescence, 24 h;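 further: loss of luciferase light is scored as toxicity; potency means the concentration at half of the fitted maximal effect; on the % scale 0 is the no-effect control and ±100 the full control effect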
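To flag toxic compounds, the library was rerun on cells for 24 hr at 37 deg C and 5% CO2. Viability-linked luminescence was captured 12 min after adding luciferase detection reagent.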
aSyn yeast inh – qHTS of alpha-syn Inhibitors; Yeast expressing alpha-synuclein, growth rescue, BacTiter-Glo, 24 h; Potency, µM (top dose mostly 46.1 µM), inactives show top-dose growth rescue (activation), most hits filed as activators; hit rate 0.14% among 370,000; further: potency means the concentration at half of the fitted maximal effect; % of control where 0% means no effect; nearly all actives have a fitted effect of over 65% in size
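Screening used galactose-induced yeast with toxic alpha-synuclein levels, exposed to compound for 24 hr at 30 deg C. Cell growth, read with BacTiter-Glo luminescence, gave the measured signal.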
PTHR1 agonist – qHTS for PTHR1 Agonists: Primary Screen; HEK293 GP2 PTHR1 cells, GloSensor cAMP luminescence, 1 h; Potency, µM (doses to about 115 µM), inactives show at the highest dose activation, usual class: activators; AID 743266, 2014; hit rate 0.075% among 410,000; Parathyroid hormone/parathyroid hormone-related peptide receptor (Homo sapiens), Q03431; further: potency means the concentration at half of the fitted maximal effect; nearly all actives have a fitted effect of over 55% in size; some results filed as inactive show a strong effect at the top dose; inactives centre near -15; many of its hits are not listed in these tables
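HEK-293-derived GP2 cells expressing PTHR1 and a GloSensor cAMP reporter, 3,000/well, plated overnight, given luciferin plus IBMX (each 0.5 mM as added) for 1 h at 37 °C, then compound for 1 h at 37 °C. Luminescence was read after 15 min at room temperature.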
TDP43 rescue – qHTS of TDP-43 Inhibitors | TDP-43 expressing yeast growth rescue, BacTiter-Glo, 24 h | hit rate 1.8% among 410,000 | Potency, µM (highest dose often 46.1 µM), without a hit: at the highest dose growth rescue (activation), hits mostly activators; further: potency means the concentration at half of the fitted maximal effect; % of control where 0% means no effect; nearly all actives have a fitted effect of over 50% in size
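Galactose-induced TDP-43 yeast, OD600=0.02, compound pinned; 24 hr, 30 deg C; BacTiter-Glo luminescence for growth. Inhibitors of TDP-43 toxicity read as activators.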
DRD3 agonist – qHTS of D3 Dopamine Receptor Agonist: qHTS; D(3) dopamine receptor (Homo sapiens), P35462; D3R DiscoveRx beta-arrestin cells, luminescence, 90 min; max activation, %; hit rate 0.58% among 410,000; in the data active means max activation above about 30%; further: 0% is about no effect; mostly tested at two doses, the higher about 12 µM
Target sequence (P35462 whole entry, looked up): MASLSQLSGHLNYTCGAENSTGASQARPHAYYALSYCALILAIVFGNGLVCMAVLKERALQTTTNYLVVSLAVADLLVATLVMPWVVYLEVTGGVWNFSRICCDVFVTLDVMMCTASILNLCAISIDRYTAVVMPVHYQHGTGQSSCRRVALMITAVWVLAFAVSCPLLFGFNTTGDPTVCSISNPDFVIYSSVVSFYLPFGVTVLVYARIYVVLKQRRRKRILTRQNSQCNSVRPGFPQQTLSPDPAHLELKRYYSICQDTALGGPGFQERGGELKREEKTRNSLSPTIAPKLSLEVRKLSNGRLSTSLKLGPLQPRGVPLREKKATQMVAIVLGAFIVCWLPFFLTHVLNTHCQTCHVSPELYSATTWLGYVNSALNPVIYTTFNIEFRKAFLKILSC
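Cells at 1500/well, incubated overnight, then treated with pinned compounds (dopamine as control) for 90 min at 37 degrees C. DiscoveRx reagent added for 30 - 60 minutes at room temperature; luminescence read.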
DRD3 antagonist – qHTS of D3 Dopamine Receptor Antagonist: qHTS | max response, negative = inhibition, % | D3R cells, DiscoveRx beta-arrestin luminescence, antagonist mode; active compounds read low | AID 652054, 2013 | hit rate 2.5% among 360,000; in the data active means max response below about -50%; inconclusive means no clear call, values can overlap the other calls; further: on the % scale 0 is the no-effect control and ±100 the full control effect; mostly tested at two doses, the higher about 12 µM
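Cells plated overnight at 1500 cells/well, then exposed to library compounds with dopamine controls for 90 minutes at 37 degrees C. DiscoveRx reagent added for 30–60 minutes at room temperature; luminescence read, quantitative HTS format.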
GLP-1R inv ag – qHTS of GLP-1 Receptor Inverse Agonists (Inhibition Mode); Glucagon-like peptide 1 receptor (Homo sapiens), P43220; HEK293 GLP-1R CRE-luciferase, luminescence, 24 h; GLP-1R form is constitutively active; Potency, µM (series often up to 38.3 µM), inactives show top-dose activity change, negative = inhibition, most hits filed as inhibitors; hit rate 1.6% among 410,000; AID 624417, 2012; further: potency means the concentration at half of the fitted maximal effect; on the % scale 0 is the no-effect control and ±100 the full control effect; nearly all actives have a fitted effect of over 55% in size
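Assay principle: reduced luminescence from a cAMP-responsive reporter in HEK293 cells co-expressing a constitutively active GLP-1R. Conditions: 24 hr compound incubation, 37 deg C, 5% CO2.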
KB-V1 MDR tox – qHTS assay for MDR1-selective chemotherapeutics: Primary screen using the drug-selected MDR subline cells KB-V1. Potency, µM (titrated, usually from 46.1 µM), for inactives: at the top dose activity change, negative = cytotoxicity, usual class: cytotoxic. KB-V1 MDR cells viability, CellTiter-Glo, 72 h. hit rate 3.4% among 400,000; further: potency means the concentration at half of the fitted maximal effect; on the % scale 0 is the no-effect control and ±100 the full control effect; nearly all actives have a fitted effect of over 60% in size
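KB-V1 MDR subline cells in DMEM (phenol-red free, 10% FBS) exposed to compounds in qHTS concentration series for 72 h at 37 degrees C. Viability read by CellTiter-Glo luminescence; concentration-effect curves fitted after normalization and correction.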
An asterisk follows results filed as active; i = inactive; ? = inconclusive; nt = not tested or not shown; & = joins results of further samples; [ ] = remark or other dose. Unless noted, the call rests on the fitted dose curve; in most records, active means well fitted curve in the direction sought with a large enough effect; inconclusive means small, poorly fitted or top-dose-only effect, or another doubt; inactive means no such curve, though single readings can be large; an effect the other way counts as inactive or inconclusive. An excerpt. The share of hits here may be higher or lower than overall.

SMILES	GLP1R ag	HEK293 tox	aSyn yeast inh	PTHR1 agonist	TDP43 rescue	DRD3 agonist	DRD3 antagonist	GLP-1R inv ag	KB-V1 MDR tox
c1ccc(Cc2noc(CN3CCN(C4CCc5ccccc5C4)CC3)n2)cc1 (stereo not drawn)	17%	16%	7%	-60%[inhibitor]	0%	-14	-23	?	?
Cc1ccc(S(=O)(=O)c2nnn3c2nc(N2CCCCC2)c2sccc23)cc1	nt	10%	nt	i	-2%	-14	nt	28%	0%
COc1cc(/C=N/N2C(=O)c3ccccc3NC2(C)c2cccc([N+](=O)[O-])c2)cc(Br)c1O (stereo not drawn)	4%	13%	-7%	i	5%	-15	-23	-3%	2%
Cc1ccc(-c2noc(CN(C(=O)C(c3ccccc3)c3ccccc3)C(C)C)n2)cc1	-8%	8%	4%	-11%[57.5 µM]	12%	0	9	?	8.2µM*
NC(=O)C1=C[C@H](c2coc3ccccc3c2=O)C[C@H](OCCCCO)O1	2%	-4%	-4%	-13%	2%	3	-23	11%	22%
COc1ccc(CN(C)CCCn2cnc3c(OCc4ccccc4)ncnc32)cc1OC	-5%	4%	-6%	-23%	9%	13	36	-28%	-5%
COCCNC(=O)c1cc2cc(Cl)cc(Cl)c2oc1=O	0%	3%	3%	-3%	-15%	10	8	1%	11%
Cc1ccc(C(=O)NCC2(c3ccccc3)CCCC2)cc1	18%	77%[activator]	15%	i	1%	3	3	2.5µM*	-8%
Cc1ccc(S(=O)(=O)N2CCCCC2)cc1NC(=O)c1ccc(Cl)nc1	10%	-3%	6%	-1%	22%	1	14	-16%	?
CCOC(=O)c1cc(-c2ccccc2)sc1NC(=O)c1ccc(OC)c(OC)c1	0%	11%	2%	i	-92%[inhibitor]	2	-1	6%	?
Cc1nn(-c2ccccn2)c2c1C(c1ccncc1)C1=C(CC(C)(C)CC1=O)N2 (stereo not drawn)	17%	3%	-1%	i	-23%	-2	-13	4%	-7%
CC(/C=C1\SC(=S)N(NS(=O)(=O)c2ccc(C)cc2)C1=O)=C\c1ccccc1	-6%	?	10%	i	-9%	8	4	?	17%
Cc1oc2ncnc(N3CCCCC3)c2c1C(=O)NCC1CCN(Cc2ccc(F)cc2)CC1	nt	-8%	nt	i	5%	-24	nt	?	17%
Cc1oc(-c2ccc(Cl)cc2)nc1CSCC(=O)NC1CCN(Cc2ccccc2)CC1	2%	-8%	3%	-84%[inhibitor]	-7%	-30	-76*	?	-29%
O=C(COC(=O)/C=C/c1ccc2ccccc2n1)NNC(=O)c1ccccc1	-1%	-10%	-8%	-16%	11%	-1	-16	6%	8%
CCc1ccc(OCC(=O)N/N=C(\C)c2ccccc2OC(F)F)cc1	-2%	?	0%	-32%[inhibitor]	3%	-8	4	?	16µM*
CCOc1ccc(-n2c(SCc3cc(=O)oc4cc(C)c(C(C)C)cc34)nnc2-c2cccnc2)cc1	5%	0%	-6%	-3%	-14%	-14	?	7%	2%
Cc1nc2ccc(S(=O)(=O)N(CC(=O)Nc3cccc(C)c3C)Cc3ccccc3)cc2s1	nt	3%	nt	-9%	11%	2	nt	7%	-4%
O=C(CCCC(=O)OCC(=O)c1cccs1)Nc1ccc(F)cc1	-3%	6%	-10%	-27%	10%	-6	16	15%	-7%
CCOc1ccccc1NC(=O)c1c(NC(=O)C(C)Oc2cccc(Cl)c2)sc2c1CCCCC2 (stereo not drawn)	nt	2%	nt	-9%	12%	2	nt	4%	?
O=C(C[n+]1ccc(Cc2ccccc2)cc1)Nc1ccccc1	0%	1%	3%	-5%	-15%	-6	-17	3%	6%
CCCOC(=O)c1ccc(NC(=O)CSC2=Nc3ccccc3C3CC=NN23)cc1 (stereo not drawn)	2%	-18%	4%	-23%[57.5 µM]	5%	1	-30	-22%	-14%
COC(=O)CNC(=O)COC(=O)/C=C/c1cccs1	14%	4%	-2%	-14%	-10%	3	7	41%	9%
O=C(Nc1cc(C(F)(F)F)ccc1N1CCOCC1)c1ccc(F)cc1	19%	12%	1%	-30%[inhibitor][57.5 µM]	5%	-2	21	-12%	-26%

Compound profiles, from the list above. Screens in order: GLP1R ag | HEK293 tox | aSyn yeast inh | PTHR1 agonist | TDP43 rescue | DRD3 agonist | DRD3 antagonist | GLP-1R inv ag | KB-V1 MDR tox
c1ccc(Cc2noc(CN3CCN(C4CCc5ccccc5C4)CC3)n2)cc1 (stereo not drawn) as listed: 17% | 16% | 7% | -60%[inhibitor] | 0% | -14 | -23 | ? | ?
CCc1ccc(OCC(=O)N/N=C(\C)c2ccccc2OC(F)F)cc1 as listed: -2% | ? | 0% | -32%[inhibitor] | 3% | -8 | 4 | ? | 16µM*
NC(=O)C1=C[C@H](c2coc3ccccc3c2=O)C[C@H](OCCCCO)O1 as listed: 2% | -4% | -4% | -13% | 2% | 3 | -23 | 11% | 22%

(cont.)
smiles	GLP1R ag	HEK293 tox	aSyn yeast inh	PTHR1 agonist	TDP43 rescue	DRD3 agonist	DRD3 antagonist	GLP-1R inv ag	KB-V1 MDR tox
CCOc1ccc(S(=O)(=O)NC(Cc2c[nH]c3ccccc23)C(=O)O)cc1 (stereo not drawn)	-2%	0%	-3%	i	16%	0	-17	-15%	25%
CCOC(=O)C1CCCN(c2nc3c(S(=O)(=O)c4ccc(CC)cc4)nnn3c3ccc(Cl)cc23)C1 (stereo not drawn)	nt	-8%	nt	-1%	22%	4	nt	12%	8%
Cc1c(CC(=O)O)c(=O)oc2c(C)c(OCc3ccc(F)cc3Cl)ccc12	-5%	-6%	2%	18%	2%	9	25	16%	?
COc1ccc(S(=O)(=O)N(C)CC(=O)NCc2ccco2)cc1	-8%	10%	-2%	-2%[57.5 µM]	-12%	9	5	8%	18%
CN=c1oc2ccc(Cl)cc2cc1C(N)=O	-14%	6%	-5%	i	20%	3	9	0%	7%
Cc1ccc(S(=O)(=O)Nc2nc3c(s2)C(=O)CC(C)(C)C3)cc1	1%	15%	9%	i	-15%	-3	2	2%	18%
O=C(C1CCCN1S(=O)(=O)c1ccc(Br)cc1)N1CCOCC1 (stereo not drawn)	13%	-3%	1%	i	-9%	4	18	6%	-2%
COc1ccc(CCNC(=O)N[C@@H](Cc2ccccc2)C(=O)O)cc1	-3%	-22%	2%	i	28%	-2	13	0%	6%
CCCCOc1ccc(CNn2c(C)nc3ccccc3c2=O)cc1	-8%	8%	-13%	-2%[57.5 µM]	-14%	16	23	0%	17%
O=C(NC1CCCC1)C(c1ccccc1)n1c(-c2cccc3ccccc23)nc2ccccc21 (stereo not drawn)	nt	-9%	7%	-12%	?	-3	0	?	?
CC1CN(C(=O)c2ccc(NS(=O)(=O)c3ccc(C(C)(C)C)cc3)cc2)CC(C)O1 (stereo not drawn)	15%	-8%	-2%	-5%	-9%	5	4	?	0%
CSc1ncnc2sc(C)c(C)c12	0%	5%	0%	-22%	-4%	2	4	15%	8%
CCOC(=O)c1ccccc1NC(=O)N1CCCn2nc(C)cc21	nt	1%	nt	-4%	5%	3	nt	19%	?
COc1ccc(C2C3C(C)=NN=C3CC(C)(O)C2C(C)=O)cc1 (stereo not drawn)	-2%	1%	9%	-6%	6%	4	4	0%	5%
COCCNC(=O)CCCN1C(=O)c2ccccc2Sc2ncccc21	4%	5%&-1%	-2%	-24%	-8%&13%	-11&9	-2	12%&5%	-9%
COc1ccc2c(C)cc(SCC(=O)NC3CCCC3)nc2c1	14%	-1%	11µM*	-11%	19%	-5	0	11µM*	9%
Cc1ccc(NC(=O)Cc2cn(C)c3ccccc23)cc1F	5%	-4%	0%	-73%[inhibitor]	-8%	1	3	?	-12%
CCCCn1nnnc1C1(C)CCC(=O)N1C1CC1 (stereo not drawn)	4%	4%	0%	i	14%	-9	?	14%	-7%
CCc1nn(CC(=O)NCCCN2CCOCC2)c(=O)c2cc3cc(F)ccc3n12	0%	-8%	5%	-9%	-7%	-8	11	-10%	0%
CN(C)c1nc(N)nc(CSc2ccccn2)n1	23%	4%	3%	-43%[inhibitor][57.5 µM]	-9%	17	5	32%	-15%
CN(C)c1ccc(-c2nnc3n(Cc4ccccc4)c(=O)c4ccccc4n23)cc1	nt	-3%	nt	-12%	5%	3	nt	-3%	14%
CCOc1ccc(Oc2nc(N(CC)CC)nc(N3CCOCC3)n2)nn1	6%	-1%	-2%	-19%	-10%	-7	-16	36%[activator]	?
Cc1cccc(C)c1OCc1nnc(SCC(=O)Nc2ccc(N3CCOCC3)cc2)o1	3%	1%	-1%	-17%	-23%	2	1	19%	-5%
O=C(c1ccc(Nc2cccc(C(F)(F)F)c2)nc1)N1CCCC1	5%	-2%	-6%	i	-17%	-24	-2	0%	0%
O=C(c1sccc1-c1ccccc1)N1CCN(S(=O)(=O)c2ccccc2)CC1	-1%	-11%	1%	-6%	0%	2	11	-14%	nt
